TexasRed fluor = counter-screen for TRb-SRC2 inhibitors: fluorescence interference | Potency, µM (series often up to 106 µM), inactives show top-dose fluorescence change, negative = quenching | TRb/SRC2 Texas Red total fluorescence interference | actives 0.29% (n = 280,000); active means well fitted curve in either direction with a large enough effect; inconclusive means small, poorly fitted or top-dose-only effect
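Human TRb ligand-binding domain at 0.6 uM with 20 nM Texas Red SRC2 peptide in Tris buffer containing 1 uM T3 and 5% DMSO, incubated with compound 5 h at ambient temperature. Total fluorescence (555/632 nm) calculated as parallel + 2 × perpendicular.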
TRb SRC2 PPI = inhibitors of human thyroid hormone receptor beta-SRC2 interaction; Potency, µM (series often up to 106 µM), inactives show at the top dose activity change, negative = inhibition, actives largely listed as inhibitors; actives 0.065% (n = 280,000); TRbeta-SRC2 peptide binding, fluorescence polarization; receptor liganded with 1 µM T3; P10828;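 further: plate controls were bound peptide for no effect and peptide without receptor for full effect; nearly all actives have a fitted effect of over 50% in size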
Target sequence (P10828 whole entry, looked up): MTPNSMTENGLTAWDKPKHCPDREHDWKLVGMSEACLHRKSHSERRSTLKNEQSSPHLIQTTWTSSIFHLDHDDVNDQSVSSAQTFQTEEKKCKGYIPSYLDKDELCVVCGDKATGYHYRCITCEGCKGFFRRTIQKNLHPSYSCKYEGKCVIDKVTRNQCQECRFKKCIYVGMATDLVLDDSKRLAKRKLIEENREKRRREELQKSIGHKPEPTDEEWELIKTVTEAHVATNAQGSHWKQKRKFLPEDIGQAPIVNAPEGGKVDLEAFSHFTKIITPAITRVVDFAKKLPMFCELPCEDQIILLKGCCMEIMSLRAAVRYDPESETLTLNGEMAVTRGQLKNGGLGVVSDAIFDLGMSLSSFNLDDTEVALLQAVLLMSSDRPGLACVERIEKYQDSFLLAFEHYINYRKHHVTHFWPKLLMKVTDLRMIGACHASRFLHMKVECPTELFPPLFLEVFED
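Assay buffer: 20 mM Tris-HCl, 100 mM NaCl, 10% glycerol, 1 mM EDTA, 0.01% NP-40, 1 mM DTT, 1 uM T3, 5% DMSO; TRb LBD 0.6 uM, Texas Red SRC2 20 nM; FP after 5 hr.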
GAA glycogen = inhibitors or activators of human alpha-glucosidase glycogen cleavage; P10253; recombinant GAA, glycogen substrate, Amplex Red glucose oxidase fluorescence; Potency, µM (top dose mostly 76.4 µM), inactives show top-dose activity change, negative = inhibition, most hits filed as inhibitors; actives 0.38% (n = 300,000);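 further: 0% = full enzyme reaction and -100% = no-enzyme basal signal; the screen sought inhibitors and activators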
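qHTS, 1536-well; enzyme 4 nM final; cpd up to 77 uM; substrate bovine liver glycogen 30 ug; 50 mM citrate/phosphate pH 5.0, 0.01% Tween-20; 37 C, 40 min; Amplex Red detection 45 min RT; Hill fit → AC50.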
Active calls of the source: *; ? = inconclusive; & = joins results of further samples; [ ] = dose if it differs, or a comment. Unless noted, the call rests on the fitted dose curve; in most records, active means well fitted curve in the direction sought with a large enough effect; inconclusive means small, poorly fitted or top-dose-only effect, or another doubt; inactive means no such curve, though single readings can be large; an effect the other way counts as inactive or inconclusive. Unless noted, on the % scale 0 is the no-effect control and ±100 the full control effect; potency means the concentration at half of the fitted maximal effect. An excerpt, so the mix of outcomes need not match the whole.

Below each SMILES – TexasRed fluor | TRb SRC2 PPI | GAA glycogen
CC1CCN(S(=O)(=O)c2ccc3c(c2)c(=O)c(C(=O)N2CCN(c4cccc(Cl)c4)CC2)cn3C)CC1
    -2% | -9% | -10%[76.3 µM]
O=C(Nc1ccc(F)c(Cl)c1)C1CCCN(c2cnccn2)C1 (stereo unspecified)
    0% | -1% | -11%&21%[76.3 µM]
Cc1cccc(-c2nc3c4ccccc4nc(NCc4ccc(Cl)cc4)n3n2)c1
    -26% | 0% | 8%[76.3 µM]
COc1ccccc1CNC(=O)C1CCN(c2nn3c(=O)cc(C)nc3s2)CC1
    -3% | 7% | -9%[76.3 µM]
Cc1ccc2oc3c(c(=O)c2c1)C(c1ccc(F)cc1)N(Cc1ccc2c(c1)OCO2)C3=O (stereo unspecified)
    3% | 4% | -3%[76.3 µM]
CC(C)COc1cccc(C(=O)Nc2ccc(-c3nc4ncccc4o3)cc2)c1
    0% | 1% | -1%[76.3 µM]
COc1ccc(-c2cc(C(F)(F)F)n3nc(C(=O)Nc4sc5c(c4C#N)CCC(C)C5)cc3n2)cc1OC (stereo unspecified)
    ? | 0% | -15%[76.3 µM]
COc1ccc(C)cc1NC(c1nnc(-c2ccccc2)o1)c1ccc(F)cc1Cl (stereo unspecified)
    1% | -5% | 11%[76.3 µM]
COc1ccc(N2CCN(C(=O)c3ccc(CS(=O)c4cccc(C)c4)o3)CC2)cc1 (stereo unspecified)
    0% | -1% | ?
COc1ccc(CNc2nc3c(-c4ccccc4)nnn3c3ccccc23)cc1
    -2% | -7% | -1%[76.3 µM]
O=C(Cc1ccc(F)cc1)N1CCC(c2nc3c(nnn3Cc3ccc(F)cc3)c(=O)[nH]2)CC1
    2% | -4% | 0%[76.3 µM]
COc1ccc(-c2cc(C(=O)Oc3ccc(C#N)cc3)no2)cc1
    ? | -16% | -1%[76.3 µM]
COc1ccc(OC)c(NC(=O)c2cnc(Nc3ccc(C)c(Cl)c3)c3ccccc23)c1
    -2% | 4% | 5%[76.3 µM]
Cc1c(Cl)cccc1-c1ccc(/C=C(\C#N)c2nc3ccccc3[nH]2)o1
    4% | -4% | 14%[76.3 µM]
O=C(c1ccco1)n1nc(-c2ccccc2)nc1NCc1ccc(Cl)cc1
    -11% | -3% | -1%[76.3 µM]
CC1=C(C(=O)Nc2cccnc2)C(c2ccc(F)cc2)n2nc(SCc3ccccc3)nc2N1 (stereo unspecified)
    -1% | 0% | 9%[76.3 µM]
CC1CCCN(c2nc3c(S(=O)(=O)c4ccc(C(C)C)cc4)nnn3c3ccsc23)C1 (stereo unspecified)
    -2% | 4% | 14%[76.3 µM]
CCCn1cnc2cc(NCc3ccccc3OCC)ccc21
    -15% | -5% | -20%[76.3 µM]
Cc1ccc(Nc2c3c(nc4ccccc24)CCC3)cc1F
    0% | 0% | -5%[76.3 µM]
COc1ccc(NC(=O)c2c(C)oc3ccc(O)c(CN4CCOCC4)c23)cc1
    3% | -8% | 10%[76.3 µM]
Cc1ccc(CSc2nc3cccnc3n2Cc2ccc(C(=O)NCc3ccco3)cc2)cc1
    -8% | 4% | 8%[76.3 µM]
COCCCN1C(=O)c2oc3ccccc3c(=O)c2C12C(=O)N(C)c1ccccc12 (stereo unspecified)
    10% | 1% | 0%[76.3 µM]
CCOC(=O)N1CCc2c(sc3c2c(=O)n(-c2ccc(CC)cc2)c(=O)n3Cc2cccc(OC)c2)C1
    0% | -1% | 9%[76.3 µM]
CC(C)c1ccc(C(=O)Nc2cccc3cccnc23)cc1
    -4% | 5% | -13%[76.3 µM]
Cc1ccc(-n2c(=O)c3ccc(C(=O)NCc4ccco4)cc3n(Cc3cccc(Cl)c3)c2=O)cc1
    -1% | -12% | 7%[76.3 µM]
COc1cccc(-c2ccnc3c(-c4ccccc4)c(C)nn23)c1
    0% | -1% | 5%[76.3 µM]
Cn1nc(C(=O)NCc2ccc(Cl)cc2)c2c1-c1ccccc1SC2
    -1% | -3% | -9%[76.3 µM]
COc1cc(NC(=O)CSc2nc(-c3ccc(C)cc3)nc3c2Cc2ccccc2O3)cc(OC)c1
    1% | -2% | -9%[76.3 µM]
O=C(NCCc1csc(-c2ccc(Cl)cc2)n1)c1ccco1
    -1% | 1% | -9%[76.3 µM]
Cc1cc(S(=O)(=O)Nc2cc3c(cc2N2CCOCC2)n(C)c(=O)n3C)ccc1F
    -1% | 0% | 11%[76.3 µM]
Cc1ccc(Nc2c(-c3ccco3)nc3ccc(C)cn23)cc1
    -13% | -2% | ?
CCOc1ccc(NC(=O)Cn2c(=O)n(-c3ccccc3)c(=O)c3ccc(C(=O)NCc4ccc5c(c4)OCO5)cc32)cc1
    -2% | -4% | 18%[76.3 µM]
COc1ccc(NC(=O)CCSc2nc(-c3ccc(OC)cc3)cc(C(F)(F)F)n2)cc1
    -9% | 0% | 11%[76.3 µM]
Cc1ccc(Cn2c(SCc3ccc(C(=O)NC4CCCC4)cc3)nc3ccncc32)cc1
    0% | -4% | -10%[76.3 µM]
CCc1cccc(NCc2ccccc2-c2nnc(-c3ccccc3Cl)o2)c1
    0% | -2% | -5%[76.3 µM]
COc1ccc(OCCn2nnc3sc4c(c3c2=O)CCC(C(C)(C)C)C4)cc1 (stereo unspecified)
    0% | -3% | -8%[76.3 µM]
COc1ccc(OC)c(C2CC(=O)c3c([nH]c(C(=O)OC4CCC(C)CC4)c3C)C2)c1 (stereo unspecified)
    -1% | -1% | 3%[76.3 µM]
Cc1cccc(N2CCN(C(=O)Cn3c(-c4cccs4)cc4ccccc43)CC2)c1C
    ? | -3% | 6%[76.3 µM]
CCOC(=O)c1cc(CC)sc1NC(=O)COc1ccccc1C
    1.6µM*[quencher] | ? | -10%[76.3 µM]
COc1ccc(CCNC(=O)c2cnc3ccc(C)cn3c2=O)cc1OC
    1% | -8% | 15%[76.3 µM]
Cc1ccc2cc3cc(C(=O)N(C)c4ccccc4C)oc3nc2c1
    -1% | -8% | -7%[76.3 µM]
Cc1cccc(-n2nnc(-c3nc(-c4cccs4)no3)c2N)c1
    2% | -7% | 19%[76.3 µM]
COCCCNC(=O)CCn1c(=O)c2ccccc2n(CC(=O)Nc2c(C)cc(C)cc2C)c1=O
    0% | 1% | 8%[76.3 µM]
Cc1ccc2oc(=O)c3cc(C(=O)Nc4cccc(C#N)c4)sc3c2c1
    0% | 0% | -1%[76.3 µM]
Cc1cc(C)c(Cn2c(=O)n(CCCCC(=O)NCc3ccccc3Cl)c(=O)c3ccccc32)c(C)c1
    ? | -1% | -17%[76.3 µM]
Cc1cc(S(=O)(=O)Nc2ccc3oc4c(c3c2)CCCC4)ccc1Cl
    -3% | 11% | -19%[76.3 µM]
Cc1ccc(S(=O)(=O)N(CC(=O)NCCSc2ccc(Cl)cc2)c2ccccc2C)cc1
    2% | -1% | -19%[76.3 µM]
COc1ccc(S(=O)(=O)NCCc2nnc3ccc(SCC(=O)Nc4cc(C)cc(C)c4)nn23)cc1
    -3% | -5% | 14%[76.3 µM]
CSc1ccc(C2C(C(=O)Nc3ccccc3)=C(C)Nc3nc4ccccc4n32)cc1 (stereo unspecified)
    3% | -9% | 13%[76.3 µM]
COCCNc1nc2c(S(=O)(=O)c3ccc(C)c(C)c3)nnn2c2ccc(Cl)cc12
    2% | -6% | -11%[76.3 µM]
CN(Cc1ccccc1)C(=O)CSc1nc(-c2ccc(F)cc2)cc(C(F)(F)F)n1
    ? | -17% | -1%[76.3 µM]
O=C(Nc1cc(-c2ccc(F)c(F)c2)no1)c1ccccc1F
    ? | 1% | -1%[76.3 µM]
O=C(NCCn1cc(SCc2cccc(F)c2)c2ccccc21)c1cccc(C(F)(F)F)c1
    6% | 13% | -14%[76.3 µM]
Cc1cc(NC(=O)CCn2c(=O)c3cccn3c3cccnc32)ccc1Br
    -1% | 7% | -2%[76.3 µM]
COc1ccccc1N(CC(=O)Nc1ccc2c(c1)OCO2)S(=O)(=O)c1ccc(C)cc1
    -5% | 20% | -5%[76.3 µM]
CCOC(=O)C(CC)Sc1ncnc2sc3c(c12)CCCC3 (stereo unspecified)
    -2% | -3% | -4%[76.3 µM]
Cc1ccc(CNC(=O)CCCCn2c(=O)c3ccccc3n(Cc3c(C)cc(C)cc3C)c2=O)cc1
    -1% | -1% | 17%[76.3 µM]
CCOc1ccccc1NC(=O)Cn1c(=O)n(CCCC(=O)NCCOC)c(=O)c2cc(OC)c(OC)cc21
    -1% | 4% | 11%[76.3 µM]
COC(=O)c1ccccc1NC(=O)CN(c1ccc(Cl)cc1)S(=O)(=O)c1ccc(OC)cc1
    -4% | 10% | -8%[76.3 µM]
COc1ccc(C)cc1Nc1nc(-c2cccc(Cl)c2)c2c(n1)-c1ccccc1OC2
    -1% | -8% | -1%[76.3 µM]

Continued:
Below each SMILES – TexasRed fluor | TRb SRC2 PPI | GAA glycogen
COc1ccccc1C1=NS(=O)(=O)N(C)C(C(=O)Nc2cc(OC)c(OC)c(OC)c2)=C1
    -2% | -5% | -5%[76.3 µM]
Cc1cc(C)cc(NC(=O)N2CCC(CN3CCc4ccccc4C3)CC2)c1
    8% | 5% | -6%[76.3 µM]
COc1ccc(NC(=O)CCn2c(=O)c3cccn3c3ccccc32)c(OC)c1
    -13% | 4% | -6%&6%[76.3 µM]
CCOC(=O)c1ccccc1NC(=O)CN(c1cc(C(F)(F)F)ccc1Cl)S(C)(=O)=O
    -4% | 8% | -20%[76.3 µM]
CCOC(=O)c1ccc(N2C(=O)c3n[nH]c(-c4cccs4)c3C2c2cccc(OC)c2)cc1 (stereo unspecified)
    -2% | -1% | 1%[76.3 µM]
CCCCOC(=O)/C(C#N)=C\c1ccc(-c2ccc(Cl)cc2)o1
    0% | -3% | 11%[76.3 µM]
COc1cc(NC(=O)CSc2ccc(-c3ccccn3)nn2)cc(OC)c1
    1% | 0% | -4%&-3%[76.3 µM]
Cc1ccc(Cl)cc1N1CCN(CCCNC(=O)c2ccc3nc(N4CCCCC4)sc3c2)CC1
    -1% | 4% | -5%[76.3 µM]
COc1ccc(C2C=C(c3ccccc3)Nc3nc(NC(=O)c4cccc([N+](=O)[O-])c4)nn32)cc1 (stereo unspecified)
    -1% | 3% | -7%[76.3 µM]
COc1ccc(Cl)cc1NC(=O)CCS(=O)(=O)c1nc(-c2cccs2)cc(C(F)(F)F)n1
    -2% | -3% | 9%[76.3 µM]
COc1ccc(C(=O)N2CCC(c3nc4ccccc4o3)CC2)cc1
    -22% | 3% | 11%[76.3 µM]

11 compounds already listed, sorted by molecular weight, ascending:
Below each SMILES – TexasRed fluor | TRb SRC2 PPI | GAA glycogen
O=C(NCCc1csc(-c2ccc(Cl)cc2)n1)c1ccco1
    -1% | 1% | -9%[76.3 µM]
CCOC(=O)c1cc(CC)sc1NC(=O)COc1ccccc1C
    1.6µM*[quencher] | ? | -10%[76.3 µM]
COc1ccc(CCNC(=O)c2cnc3ccc(C)cn3c2=O)cc1OC
    1% | -8% | 15%[76.3 µM]
COc1ccc(CNc2nc3c(-c4ccccc4)nnn3c3ccccc23)cc1
    -2% | -7% | -1%[76.3 µM]
COc1ccccc1CNC(=O)C1CCN(c2nn3c(=O)cc(C)nc3s2)CC1
    -3% | 7% | -9%[76.3 µM]
COc1ccc(OC)c(C2CC(=O)c3c([nH]c(C(=O)OC4CCC(C)CC4)c3C)C2)c1 (stereo unspecified)
    -1% | -1% | 3%[76.3 µM]
Cc1cc(S(=O)(=O)Nc2cc3c(cc2N2CCOCC2)n(C)c(=O)n3C)ccc1F
    -1% | 0% | 11%[76.3 µM]
COCCNc1nc2c(S(=O)(=O)c3ccc(C)c(C)c3)nnn2c2ccc(Cl)cc12
    2% | -6% | -11%[76.3 µM]
COc1ccc(OC)c(NC(=O)c2cnc(Nc3ccc(C)c(Cl)c3)c3ccccc23)c1
    -2% | 4% | 5%[76.3 µM]
COc1ccccc1N(CC(=O)Nc1ccc2c(c1)OCO2)S(=O)(=O)c1ccc(C)cc1
    -5% | 20% | -5%[76.3 µM]
COc1ccccc1C1=NS(=O)(=O)N(C)C(C(=O)Nc2cc(OC)c(OC)c(OC)c2)=C1
    -2% | -5% | -5%[76.3 µM]

Source: PubChem
